# Screening results as filed in PubChem.
# SR-BI HDL uptake: mouse SR-BI HDL lipid transfer inhibition; Q61009; ldlA[mSR-BI] CHO cells, DiI-HDL uptake fluorescence, 3 h; inhibition, % at 12.5 µM; 0.96% of 320,000 active;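 active = mean replicate inhibition of at least 70% and a set share of replicates each scoring 70 or more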;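 note: 0% = median of neutral control wells and 100% = median of positive control wells; values of inactives mirror those of a sister screen read the other way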
# Target sequence (Q61009 whole entry, looked up): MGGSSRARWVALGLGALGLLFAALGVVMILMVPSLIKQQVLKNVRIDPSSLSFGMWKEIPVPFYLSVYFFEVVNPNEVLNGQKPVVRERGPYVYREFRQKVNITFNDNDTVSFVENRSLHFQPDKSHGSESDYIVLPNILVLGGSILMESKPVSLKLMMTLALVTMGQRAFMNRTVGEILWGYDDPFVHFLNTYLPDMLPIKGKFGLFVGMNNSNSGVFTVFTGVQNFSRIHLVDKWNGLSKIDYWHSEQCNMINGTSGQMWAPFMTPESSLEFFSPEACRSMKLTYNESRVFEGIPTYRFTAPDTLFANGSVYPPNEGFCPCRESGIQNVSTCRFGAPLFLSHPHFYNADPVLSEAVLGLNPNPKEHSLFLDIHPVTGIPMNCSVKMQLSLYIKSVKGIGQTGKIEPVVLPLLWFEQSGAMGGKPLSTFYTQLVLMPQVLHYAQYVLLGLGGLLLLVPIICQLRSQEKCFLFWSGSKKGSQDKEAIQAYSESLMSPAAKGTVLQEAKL
# Tat transport: E. coli Tat transport inhibition; inhibition, % at 10 µM; AID 488895; E. coli MC4100 TorA-mCherry Tat export, fluorescence; 0.036% of 340,000 active;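 active = mean replicate inhibition at least 50% and at least half of replicates individually reaching 50%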;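 note: exported cargo escapes ClpAP degradation while cytoplasmic cargo is degraded and loses fluorescence; 0% = median of neutral control wells and 100% = median of NaSCN control wells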
# AddAB inh: less growth of phage-infected E. coli with AddAB; E. coli expressing H. pylori AddAB, absorbance growth; inhibition, % at 11.9 µM; 0.29% of 330,000 active; in the data active = inhibition above about 12%;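 note: 0% = vehicle wells of infected cells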
# MITF TRPM1 HTS: MITF TRPM1 promoter activation in melanoma cells; SK-MEL-5 TRPM1-promoter luciferase, 24 h; % of positive control, neutral wells = 0; activation, % at 12.5 µM; 0.75% of 300,000 active;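 active = mean activation of at least 80% with every replicate also reaching 80%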;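 note: 0% = neutral control wells and 100% = parthenolide positive control wells; values of inactives mirror those of a sister screen read the other way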
# Ecoli viability: counter-screen for AddAB inhibitors: E. coli growth inhibition; 0.27% of 330,000 active; inhibition, % at 11.9 µM; E. coli V3065 growth, OD600 absorbance, 18 h;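 active = inhibition above the campaign's mean inhibition across all tested compounds plus 3 SD, cut at about 9.9% in these data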;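 note: uninfected addAB+ strain grown without phage in ampicillin broth; 0% = DMSO wells and 100% = ciprofloxacin 0.95 µg/ml wells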
# phage Ecoli inh: E. coli growth loss with phage present | growth absorbance | inhibition, % at 11.9 µM | 0.26% of 360,000 active | AID 651602; in the data active = inhibition above about 11%
# CAL PDZ FP-1: CAL PDZ (human) peptide binding inhibition; AID 602252; 0.92% of 300,000 active; purified CAL PDZ, TMR-peptide fluorescence polarization, 1 h; Q9HD26; inhibition, % at 24.9 µM;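 active = mean inhibition of at least 30% with at least half of replicates also reaching 30%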;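 note: 0% = DMSO neutral control and 100% = excess unlabeled competitor peptide PRC23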
# Wnt bcat act: Wnt/beta-catenin pathway activation | Wnt/beta-catenin reporter cell assay, activator, plate reader | AID 743398 | activation, % at 9.35 µM | 1.2% of 300,000 active; in the data active = activation above about 30%, passing the limit was not always enough;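 note: 0% = neutral control wells and 100% = positive control wells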
# CAL PDZ FP-2: blocks peptide binding to human CAL PDZ domain; AID 504414; inhibition, % at 20 µM; Q9HD26; purified CAL PDZ, TMR-peptide fluorescence polarization, 1 h; 0.02% of 330,000 active;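 active = highest replicate inhibition of at least 40%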;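 note: plate controls were DMSO neutral control wells for no effect and unlabeled competitor peptide control wells for full effect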
#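 Material: tagged CAL PDZ protein CerCALP, purified; buffer or medium: sodium phosphate/NaCl buffer pH 7.4 with TCEP, IgG, Thesit; also added: fluorescent TMR peptide probe; schedule: 1 h incubation at room temperature before polarization reading; technique: fluorescence polarization from S- and P-plane intensities, G-factor corrected; control set: unlabelled peptide and DMSO controls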
# SR-BI uptake up: enhances SR-BI lipid uptake from DiI-HDL | activation, % at 12.5 µM | CHO ldlA[mSR-BI] cells, DiI-HDL uptake fluorescence, 3 h; 100 = double the neutral-control signal | AID 504775 | 0.096% of 320,000 active;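 active = mean replicate activation of at least 60% and every replicate at or above 60%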;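 note: 0% = median plate neutral-control signal and 100% = twice that signal; values of inactives mirror those of a sister screen read the other way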
#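 System: LDL receptor-deficient CHO ldlA cells overexpressing murine SR-BI | Timing: 3 h uptake period with compound, 37 °C | Medium: HEPES-buffered (25 mM, pH 7.4) F12 plus 0.5% BSA | Dosing: Single-point compound dose | Signal: Bottom-read fluorescence, 550/595 nm | Read-out: Retained DiI signal reflecting DiI-HDL uptake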
# Active calls of the source: *; · = not tested or not shown. Compounds were not picked by outcome; any-hit rate near 3.6%.
SMILES,SR-BI HDL uptake,Tat transport,AddAB inh,MITF TRPM1 HTS,Ecoli viability,phage Ecoli inh,CAL PDZ FP-1,Wnt bcat act,CAL PDZ FP-2,SR-BI uptake up
Cc1nnc(-c2cnn(-c3ccccc3)c2N)n1Cc1ccncc1,-14,-3,-0.2,-3,2.8,2.2,-3,·,0.0,14
Cc1ccc(NC(=O)CCCN2C(=O)/C(=C/C=C/c3ccccc3)SC2=S)cc1,11,4,0.0,8,-1.3,2.0,0,-3,0.9,-11
Cc1cc(-c2nnc(CCC(=O)NC(C)c3ccc(F)cc3)o2)no1 (centres undefined),-9,-2,-0.5,15,1.1,3.6,0,2,-1.9,9
Nc1nc(SCc2c(Cl)cccc2Cl)n[nH]1,-2,10,2.2,3,-1.2,0.0,9,17,-0.6,2
Cc1ccc2nc(SCC(=O)Nc3ccc(F)cc3)nc(=O)n2c1,10,3,4.0,13,1.6,3.2,-3,1,-2.2,-10
Cc1ccc(S(=O)(=O)n2nc(-c3ccco3)nc2SCc2ccccc2)cc1,0,-7,-0.6,47,-1.1,0.9,-1,·,-2.4,0
O=C(CN(C(=O)c1ccc(Cl)cc1)C1CCCCC1)Nc1ccc(Cl)c([N+](=O)[O-])c1,25,16,-2.6,-3,-1.4,1.4,-3,-3,3.9,-25
Cc1c(Cl)cccc1NC(=O)CCCN1C(=O)c2cccnc2C1=O,5,-3,2.6,8,1.4,0.1,5,34*,-0.3,-5
CN1CCN(NC(=O)c2ccc(F)cc2)CC1,-16,-7,3.2,-2,0.2,2.7,-3,2,-1.3,16
CC(C)(C)n1nc2c(c1NC(=O)c1ccco1)CS(=O)C2 (centres undefined),-23,1,2.6,10,0.4,1.9,-4,·,-3.6,23
COc1cccc(NC(C)C(=O)Nc2cc([N+](=O)[O-])ccc2Cl)c1 (centres undefined),18,-5,2.4,-6,1.1,1.0,-1,2,0.7,-18
Cc1ccc(C(C)C)c(OCc2n[nH]c(=S)o2)c1,-8,-7,-1.0,-12,-0.7,-0.4,3,6,-3.4,8
CS(=O)(=O)c1cnc2c(-c3ccc(F)cc3)cnn2c1N,-6,-3,0.3,76,-0.7,1.7,2,·,0.7,6
COc1ccc(CCN2C(=O)c3cccnc3C2=O)cc1OC,-10,-9,2.9,-4,1.0,2.0,2,·,-1.7,10
COc1cc2c(c(OC)c1OC)-c1ccc(NC(=O)c3ccccc3)c(=O)cc1[C@@H](NC(C)=O)CC2,-8,4,·,-4,·,-0.2,7,3,-0.1,8
COC(=O)CCC(=O)OC1(C)C(=O)C=C2C=C(C3CC3)N(CCc3ccccn3)C=C2C1=O (centres undefined),-15,-6,4.0,-2,-0.2,1.7,1,-1,0.0,15
COc1cccc(-c2nnc(NC(=O)Cc3cccs3)s2)c1,1,1,-1.5,22,-0.1,1.3,-7,6,0.4,-1
CNS(=O)(=O)c1cc(Br)ccc1S(=O)c1ccccc1C(=O)O (centres undefined),-15,-2,1.0,-5,-1.2,0.3,-5,0,-1.1,15
Cc1cccc(C)c1NC(=O)C(c1ccc([N+](=O)[O-])cc1)N(C)C(=O)c1ccccn1 (centres undefined),-40,6,-1.3,13,1.1,2.0,-2,-2,-0.7,40
Cc1ccc(NC(=O)c2cccc(N3C(=O)C4C5CCC(C5)C4C3=O)c2)c(C)c1 (centres undefined),5,-2,-0.3,-4,1.8,-0.1,4,-5,-1.7,-5
N/C(=N\c1nc2c(c(=O)[nH]1)CCCC2)Nc1ccccc1,12,-1,0.8,-4,-2.5,1.1,-3,2,1.3,-12
COc1ccc(-n2c(C)nnc2SCC(=O)NC2CC2)cc1,-16,-5,2.5,21,0.2,1.4,1,2,0.0,16
O=C(COc1ccccc1Cl)Nc1ccc2c(c1)C(=O)NC2=O,-5,20,-1.0,66,0.8,3.7,-4,6,-1.0,5
CCOC(=O)C1=C(CC)Nc2ccccc2N=C1N,·,1,2.5,2,1.3,1.3,-2,38*,-1.2,·
O=C(O)c1ccc(S(=O)(=O)c2ccc3c(c2)C(=O)N(NC(=O)c2ccccc2)C3=O)cc1,2,-5,0.2,4,-2.8,4.5,0,-1,-1.0,-2
# Continued:
SMILES,SR-BI HDL uptake,Tat transport,AddAB inh,MITF TRPM1 HTS,Ecoli viability,phage Ecoli inh,CAL PDZ FP-1,Wnt bcat act,CAL PDZ FP-2,SR-BI uptake up
c1ccc(CNC2=NCCCCC2)cc1,1,-15,0.8,9,1.6,1.2,15,·,-1.0,-1
COc1ccc(CCN(Cc2ccccn2)C(=S)Nc2ccccc2F)cc1OC,-17,-7,1.8,-2,2.9,3.0,·,-1,0.1,17
COc1ccc(Nc2c3c(nc4ccc(C)cc24)CCC3)cc1,-1,-3,-1.2,-20,0.1,3.1,-5,-2,0.0,1
CCCCC(CC)C(=O)Nc1ccc(S(=O)(=O)N2CCCC2)cc1 (centres undefined),-13,-2,3.0,-4,0.1,-1.3,-2,-1,0.3,13
Cc1ccc2nc(C3CCCCC3)[nH]c2c1,-14,-4,1.3,38,-2.3,4.0,-4,-1,-5.8,14
CCCNC(C)(C)COC(=O)c1ccccc1,-4,0,-1.6,10,-0.6,5.5,4,6,-0.2,4
Cc1ccnc(SCc2cc(=O)c(OC(=O)c3ccco3)co2)n1,3,-9,1.8,-11,2.2,2.0,1,-3,2.4,-3
COc1ccccc1NS(=O)(=O)c1ccc(C(=O)N2CCCC(C(F)(F)F)C2)cc1 (centres undefined),-3,-6,0.3,-9,0.9,1.9,-5,-2,-0.5,3
O=S(=O)(NCCc1ccc(F)cc1)c1cc(C(F)(F)F)ccc1Br,-8,1,·,8,·,1.1,-4,0,0.1,8
COc1ccc(CCN2C(=O)NC(NS(=O)(=O)c3ccc(NC(C)=O)cc3)(C(F)(F)F)C2=O)cc1OC (centres undefined),1,4,2.2,3,-1.6,5.3,-2,-14,0.5,-1
CC(C)c1ccc(NC(=O)COc2nncc3ccccc23)cc1,-31,-12,2.2,7,1.9,7.2,1,1,-1.2,31
CC1(C(=O)NNC(=S)NCC2CCCO2)CC1(Cl)Cl (centres undefined),-13,-2,-3.7,2,-2.7,2.1,-2,-2,-0.1,13
COc1ccc(S(=O)(=O)NC(C)C)cc1C(=O)NC1CCCCC1,32,3,2.5,7,-2.4,3.1,-5,·,-0.9,-32
C=CCNc1ncnc2c1[nH]c1ccc(Cl)cc12,-10,-11,6.9,·,5.7,9.0,-6,·,-27,10
Cc1cc(S(=O)(=O)NCc2ccc(S(N)(=O)=O)cc2)c(C)s1,-19,-3,1.1,·,1.6,5.4,0,·,0.1,19
COc1cccc(CN2CCN(c3nc4nonc4nc3N3CCCCC3)CC2=O)c1,·,-1,0.5,-8,-0.3,1.2,8,10,-2.2,·
C/C(=N\NS(=O)(=O)c1ccc(C(C)(C)C)cc1)c1ccccc1,-11,13,-0.2,-11,-1.4,0.8,-4,1,-0.2,11
COc1ccccc1Oc1nc2ccccn2c(=O)c1/C=C(\C#N)C(=O)Nc1c(C)n(C)n(-c2ccccc2)c1=O,2,-1,-1.3,·,-0.6,-0.6,·,3,-0.2,-2
CCNC(=O)CCSc1nc2cc(Cl)ccc2o1,-9,-1,0.2,23,0.8,4.1,-4,·,-0.5,9
Cc1ccc(NC(=O)c2ccc(=O)[nH]n2)cc1S(=O)(=O)Nc1ccc(SC(F)F)cc1,-10,-1,-0.2,14,2.3,1.1,-3,-4,-1.7,10
CCOC(=O)c1sc(-c2ccccc2)cc1NC(=O)Nc1ccccc1,13,1,0.0,3,-1.7,0.9,-3,-1,-1.9,-13
Cc1sc2nc(-c3cccs3)oc(=O)c2c1C,-9,-1,0.5,16,-0.1,2.5,-4,0,-0.9,9
O=C(Nc1nc2ccccc2[nH]1)c1ccc(Cl)c(S(=O)(=O)N2CCCC2)c1,48,-1,1.7,25,0.3,·,0,·,-5.4,-48
CN(CCOc1ccc(Cl)cc1)CC(O)c1ccccc1 (centres undefined),-19,-6,0.1,6,0.6,3.3,-2,-2,-1.1,19
COc1ccc(C2(c3ccc(OC)cc3)NC(=O)N(CC(=O)N(C)C)C2=O)cc1,-29,0,-0.7,-6,0.9,2.6,-4,2,-2.0,29

# Sorted by length of the SMILES (rising): some entries from above.
SMILES,SR-BI HDL uptake,Tat transport,AddAB inh,MITF TRPM1 HTS,Ecoli viability,phage Ecoli inh,CAL PDZ FP-1,Wnt bcat act,CAL PDZ FP-2,SR-BI uptake up
CCCNC(C)(C)COC(=O)c1ccccc1,-4,0,-1.6,10,-0.6,5.5,4,6,-0.2,4
Cc1ccc2nc(C3CCCCC3)[nH]c2c1,-14,-4,1.3,38,-2.3,4.0,-4,-1,-5.8,14
CN(CCOc1ccc(Cl)cc1)CC(O)c1ccccc1 (centres undefined),-19,-6,0.1,6,0.6,3.3,-2,-2,-1.1,19
CC1(C(=O)NNC(=S)NCC2CCCO2)CC1(Cl)Cl (centres undefined),-13,-2,-3.7,2,-2.7,2.1,-2,-2,-0.1,13
CC(C)c1ccc(NC(=O)COc2nncc3ccccc23)cc1,-31,-12,2.2,7,1.9,7.2,1,1,-1.2,31
Cc1ccnc(SCc2cc(=O)c(OC(=O)c3ccco3)co2)n1,3,-9,1.8,-11,2.2,2.0,1,-3,2.4,-3
COc1ccc(S(=O)(=O)NC(C)C)cc1C(=O)NC1CCCCC1,32,3,2.5,7,-2.4,3.1,-5,·,-0.9,-32
C/C(=N\NS(=O)(=O)c1ccc(C(C)(C)C)cc1)c1ccccc1,-11,13,-0.2,-11,-1.4,0.8,-4,1,-0.2,11
COc1cccc(CN2CCN(c3nc4nonc4nc3N3CCCCC3)CC2=O)c1,·,-1,0.5,-8,-0.3,1.2,8,10,-2.2,·
COc1ccc(C2(c3ccc(OC)cc3)NC(=O)N(CC(=O)N(C)C)C2=O)cc1,-29,0,-0.7,-6,0.9,2.6,-4,2,-2.0,29
COc1ccccc1NS(=O)(=O)c1ccc(C(=O)N2CCCC(C(F)(F)F)C2)cc1 (centres undefined),-3,-6,0.3,-9,0.9,1.9,-5,-2,-0.5,3
Cc1ccc(NC(=O)c2ccc(=O)[nH]n2)cc1S(=O)(=O)Nc1ccc(SC(F)F)cc1,-10,-1,-0.2,14,2.3,1.1,-3,-4,-1.7,10
